Screens deposited in PubChem by several laboratories.
NPR1 activator: GC-A (human) enzyme activation; hit rate 0.14% among 370,000; AID 1671463; HEK293 GC-A cells, cGMP TR-FRET, EC30 ANP; 0% at EC30 ANP, 100% saturating ANP; activation, % at 10 µM; in the data active means activation above about 40%
rCAG RNA binder: molecules binding r(CAG) RNA repeats; r(CAG) RNA repeat, TO-PRO-1 dye displacement fluorescence; inhibition, % at 3 µM; hit rate 1.3% among 370,000; AID 651821;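 active means inhibition above the plate cutoff, the mean of all test compounds on that plate plus 3 SD, cut at about 35% in these data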;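 further: 0% = DMSO alone and 100% = 100 µM mitoxantrone as full dye displacement; higher means more dye released from RNA so lower well fluorescence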
DDE Tn6 FP inh: disrupts Tn6 cyclic peptide binding to fibrin D-Dimer-E complex. inhibition, % at 8.3 µM. P02675. Fibrin DD(E) TRITC-Tn6 fluorescence polarization displacement. AID 720509. hit rate 0.21% among 370,000;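 active means inhibition above a per-campaign cutoff: mean of compounds within control limits plus 3 SD, cut at about 15% in these data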;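 further: 0% = median of all compound wells on the plate and 100% = blocking peptide control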
HGIII-sPLA2 inh: Inhibits HGIII-sPLA2 liposome hydrolysis, primary screen; Q9NZ20; QFRET BODIPY PC-A2 liposome hydrolysis, fluorescence; inhibition, % at 12.2 µM; hit rate 0.56% among 370,000;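 active means inhibition above mean plus 3 SD of compounds lying within the high and low control bounds, cut at about 19% in these data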;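 further: 0% = median of test compound wells and 100% = no enzyme DMSO wells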
ASAP1 inh: ASAP1 ArfGAP inhibition | inhibition, % at 16.5 µM | hit rate 0.19% among 360,000 | ASAP1-stimulated ARF1 GTP hydrolysis, GDP FP detection | Q9ULH1; in the data active means inhibition above about 25%;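 further: 0% = vehicle with enzyme and substrate and 100% = no enzyme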
ARFGAP1 inhibitor: rat ARFGAP1 inhibition. inhibition, % at 16.5 µM. hit rate 0.26% among 360,000. Q62848. Arfgap1-stimulated ARF1 GTP hydrolysis, GDP FP detection. AID 651572;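 active means inhibition above a per-plate limit, mean inhibition of low control wells plus 3 SD, cut at about 25% in these data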;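 further: 0% = DMSO wells with enzyme and 100% = wells lacking Arfgap1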
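Assay system: purified rat His6-Arfgap1 residues 1-136 (GAP domain); Reagent: human Δ17 ARF1 bound to GTP; Dosing: 16.5 µM single point, 1.26% DMSO; Times: GTP hydrolysis reaction 2 h at 25 °C; Signal: FP, GDP Alexa 633 tracer displaced from anti-GDP antibody, 620/688 nm; Measure: % inhibition from polarization.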
NPR2 activator: GC-B (human) receptor activation; HEK293-GC-B cells, CNP EC30, cGMP TR-FRET; 0% at EC30 CNP, 100% saturating CNP; activation, % at 10 µM; AID 1920062; hit rate 0.11% among 370,000; P20594;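 active means activation at 10 µM reaching about 35% in either raw or pattern-adjusted values, limit read from the data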
Target sequence (P20594 whole entry, looked up): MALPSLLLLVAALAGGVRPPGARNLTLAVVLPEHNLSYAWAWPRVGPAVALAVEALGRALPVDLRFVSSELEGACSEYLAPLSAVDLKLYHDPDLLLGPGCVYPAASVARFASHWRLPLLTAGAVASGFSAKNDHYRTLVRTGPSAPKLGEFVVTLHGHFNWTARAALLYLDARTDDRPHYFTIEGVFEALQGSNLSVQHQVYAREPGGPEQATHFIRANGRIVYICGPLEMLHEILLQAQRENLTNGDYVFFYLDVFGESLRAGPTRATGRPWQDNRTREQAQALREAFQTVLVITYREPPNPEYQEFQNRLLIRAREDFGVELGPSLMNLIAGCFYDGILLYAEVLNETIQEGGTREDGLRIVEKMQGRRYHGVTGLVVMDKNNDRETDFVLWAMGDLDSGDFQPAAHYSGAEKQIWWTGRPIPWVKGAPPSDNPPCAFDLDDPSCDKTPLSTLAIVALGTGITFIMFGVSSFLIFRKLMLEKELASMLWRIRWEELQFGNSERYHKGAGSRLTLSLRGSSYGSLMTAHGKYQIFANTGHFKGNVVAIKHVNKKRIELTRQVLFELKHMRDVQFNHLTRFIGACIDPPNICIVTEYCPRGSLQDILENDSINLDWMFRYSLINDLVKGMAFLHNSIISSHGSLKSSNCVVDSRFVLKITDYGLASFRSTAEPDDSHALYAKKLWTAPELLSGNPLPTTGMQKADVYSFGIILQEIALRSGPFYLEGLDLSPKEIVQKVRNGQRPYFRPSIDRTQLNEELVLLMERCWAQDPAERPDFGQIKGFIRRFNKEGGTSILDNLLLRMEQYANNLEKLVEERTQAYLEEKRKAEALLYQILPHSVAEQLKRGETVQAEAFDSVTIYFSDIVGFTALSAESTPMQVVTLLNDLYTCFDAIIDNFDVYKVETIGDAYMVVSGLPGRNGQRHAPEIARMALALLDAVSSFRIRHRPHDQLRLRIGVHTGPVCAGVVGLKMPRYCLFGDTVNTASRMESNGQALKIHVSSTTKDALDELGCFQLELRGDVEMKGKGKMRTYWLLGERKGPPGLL
GAA850 FXN act: frataxin GAA850 promoter activation; HEK293 lucGAA850 FXN promoter luciferase reporter, 24 h; percent of 10 µM SAHA response; activation, % at 6 µM; hit rate 0.56% among 360,000; AID 540364;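 active means activation above the average of all compounds screened plus 3 SD, cutoff fixed separately per campaign, cut at about 7.5% in these data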;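 further: 0% = DMSO wells and 100% = 10 µM SAHA wells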
ADAM10 inh: ADAM10 inhibition, QFRET primary screen | O14672 | recombinant ADAM10, EDANS/DABCYL FRET peptide cleavage, 3 h | inhibition, % at 7 µM | hit rate 0.62% among 370,000;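 active means inhibition above a per-campaign cutoff equal to the mean of compounds falling between control-based bounds plus 3 SD, cut at about 20% in these data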;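 further: 0% = DMSO wells while the 100% control is not disclosed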
KLK7 zymogen act: activates the human kallikrein-7 zymogen. purified proKLK7, EDANS-DABCYL substrate fluorescence; 100% is mature enzyme control, 0% vehicle. activation, % at 7 µM. hit rate 0.9% among 370,000;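 active means activation above the mean of all tested compounds plus 3 SD, computed per campaign excluding outliers beyond control limits, cut at about 13% in these data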
An asterisk follows results filed as active; / = not tested or not shown.

SMILES | NPR1 activator | rCAG RNA binder | DDE Tn6 FP inh | HGIII-sPLA2 inh | ASAP1 inh | ARFGAP1 inhibitor | NPR2 activator | GAA850 FXN act | ADAM10 inh | KLK7 zymogen act
Cc1ccc(C)c(N2CCN(C(=O)c3ccc(CS(=O)(=O)c4ccccc4C)o3)CC2)c1 | -2.1 | -3.5 | -0.1 | -13.5 | -32.1 | 7.5 | 0.2 | -7.2 | 1.1 | 0.1
COCCn1nnnc1C(c1cccc(C(F)(F)F)c1)N1CCN(Cc2ccccc2)CC1 (stereo not given) | 0.9 | -1.6 | -2.6 | -4.5 | -7.4 | 3.9 | 3.2 | -2.3 | -1.5 | 0.3
COC(=O)[C@H]1C[C@@]2(c3ccccc3)c3ccccc3N[C@H]2N1 | -3.7 | 1.9 | -4.4 | -1.1 | / | / | -0.1 | / | 2.9 | 0.1
O=c1c2ccccc2nc(SCc2cc([N+](=O)[O-])cc3c2OCOC3)n1-c1ccccc1 | -4.8 | 1.9 | -4.4 | -3.4 | 0.2 | -4.9 | -2.2 | 4.6 | -0.6 | 0.1
CC(C)Oc1ccc(S(=O)(=O)N2CCOCC2)cc1NC(=O)C(C)Oc1ccc(F)cc1 (stereo not given) | 11.9 | -5.0 | 0.4 | -17.6 | -9.8 | -14.5 | 15.7 | -0.9 | 4.3 | 0.3
CC1CN(c2nc(Nc3ccccc3)nc(N)c2[N+](=O)[O-])CC(C)O1 (stereo not given) | 4.6 | -3.4 | 0.8 | 5.8 | 11.5 | 12.3 | -0.6 | 1.0 | -0.5 | -0.1
O=C(/C=C\c1ccccc1[N+](=O)[O-])Nc1ccccc1 | -0.5 | 0.5 | 0.7 | 4.4 | 10.6 | 5.8 | -5.8 | 3.2 | -8.9 | 0.0
Cc1ccccc1NS(=O)(=O)c1cc(C(=O)Nc2ccccc2-c2ccccc2)ccc1Cl | -6.5 | 9.5 | -3.9 | -32.9 | 23.2 | 8.5 | 0.0 | -3.0 | 16.6 | -0.1
CC/C(=N\OC(=O)c1ccc(OC(C)C)cc1)c1ccc(C)cc1 | 6.5 | 1.0 | -3.9 | -3.1 | 9.7 | -10.3 | 11.6 | -1.2 | 1.0 | 0.7
O=c1c2cnn(-c3ccccc3)c2ncn1Cc1ccco1 | 2.0 | -3.9 | -8.1 | 4.9 | 10.0 | 7.3 | -7.1 | 1.7 | 0.6 | -0.3
O=C1S/C(=C/c2ccc(N3CCOCC3)o2)C(=O)N1Cc1c(F)cccc1Cl | 13.2 | -5.6 | 2.6 | -0.2 | -6.1 | -3.9 | 20.5 | 0.6 | -2.0 | 0.6
CN(CCO)c1cc(N2CCCCC2)c2nonc2c1[N+](=O)[O-] | -0.9 | 2.8 | 5.2 | 3.8 | 3.4 | -3.8 | -6.5 | 0.2 | 8.6 | -0.5
Brc1ccc(-c2noc(CCc3ccccc3)n2)cc1 | 0.6 | -0.9 | -4.8 | 0.8 | 5.5 | -1.3 | -1.4 | -0.1 | -1.6 | -0.3
CCOC(=O)C1=C(C)NC(C)=C(C(=O)OCC)C1C(=O)OCC(=O)NCc1ccccc1OC | -10.5 | 2.6 | 2.3 | -5.4 | 3.2 | -4.8 | -1.1 | 0.3 | -125.3 | 3.4
Oc1ccc(C[C@H]2CN([C@@H](Cc3ccc(O)cc3)CN3CCC[C@@H]3CN3C(=S)NC[C@@H]3Cc3ccccc3)C(=S)N2CC2CCCCCC2)cc1 | -2.1 | 10.6 | -6.0 | -1.5 | 15.0 | 19.8 | 2.5 | / | 0.7 | -0.4
COCCCn1c2nc3ccccc3nc2c2c(=O)n(CC3CCCO3)cnc21 (stereo not given) | 2.0 | -1.3 | -3.2 | 4.1 | -9.6 | 6.4 | 4.1 | 0.0 | -355.3 | 3.0
CCOC(=O)c1cc2c(C(F)(F)F)cc(-c3ccccc3)nc2o1 | -3.0 | 0.1 | -4.7 | 8.6 | 3.1 | 7.0 | 0.8 | 0.1 | -3.7 | 0.0
CC(=O)c1cc(C)ccc1OC(=O)c1ccncc1 | 1.8 | -3.8 | 3.0 | -3.9 | -6.8 | -0.1 | 5.3 | 0.7 | 0.5 | -0.5
CC(C)Oc1cc(F)ccc1-c1cc(C(=O)Nc2ccc(F)cc2)[nH]n1 | 0.2 | 2.5 | 7.5 | -1.8 | -17.1 | 5.2 | -1.8 | -1.0 | 5.6 | 0.0
CN1CCN(NS(=O)(=O)c2cccs2)CC1 | 1.7 | 1.7 | 0.5 | 2.8 | 12.1 | 5.2 | 0.2 | -1.4 | 8.4 | -0.4
Cc1sc2ncnc(SCC(=O)NC(=O)c3cccn3C)c2c1C | 4.1 | 7.4 | 1.5 | -0.4 | -2.8 | 0.8 | -3.0 | 0.2 | -0.9 | 0.3
O=C(CCn1c(=S)oc2ccccc21)NC1CCCCCC1 | -3.6 | -2.3 | -3.1 | -0.7 | 11.3 | 9.5 | -7.1 | -1.3 | 1.6 | 0.0
COC(=O)C1=C(C)N(CC(C)C)C(=O)/C1=C\c1cccs1 | 0.6 | 0.3 | 6.3 | -3.9 | 3.1 | 20.2 | -7.1 | 2.3 | 0.1 | 0.3
COc1cccc(-n2c(Cc3cc(=O)[nH]c(=O)[nH]3)nnc2SCc2cccnc2)c1 | -6.0 | 2.5 | 5.9 | -5.6 | 0.1 | 6.3 | -12.2 | 0.0 | -0.5 | -0.4
COCCn1cnc2c1c(=O)n(CC(=O)O)c(=O)n2Cc1ccccc1 | 2.2 | 2.1 | 4.6 | 0.6 | -8.3 | 2.5 | 3.0 | 0.6 | -15.6 | 0.1

Continued.
SMILES | NPR1 activator | rCAG RNA binder | DDE Tn6 FP inh | HGIII-sPLA2 inh | ASAP1 inh | ARFGAP1 inhibitor | NPR2 activator | GAA850 FXN act | ADAM10 inh | KLK7 zymogen act
O=C(NNS(=O)(=O)c1ccccc1)c1cnn(-c2ccccc2)c1-n1cccc1 | -0.2 | 3.7 | -0.6 | -21.4 | 10.7 | -6.3 | 5.9 | 0.5 | -2.8 | 0.2
O=C(CCC(=O)Nc1ccc(F)cc1)N/N=C/c1cccnc1 | 2.8 | 2.8 | -0.6 | 3.8 | -8.9 | 5.6 | 0.7 | 3.0 | -12.6 | 0.1
C=CCN1C(=O)C(O)(CC(=O)c2ccccc2)c2ccccc21 (stereo not given) | -1.3 | -2.0 | -7.8 | 4.9 | -13.8 | 3.6 | -3.8 | -1.0 | 4.3 | 0.0
Cc1ccc(NC(=O)Cn2c(C)cc(C)c(C#N)c2=O)c(Cl)c1 | -3.6 | 2.2 | -8.6 | -1.5 | -4.0 | 12.4 | 2.5 | -1.8 | -11.3 | -0.3
COc1ccc(-n2ncc3c2CC(C)(C)CC3NC(=O)CCc2c(C)nn(C)c2C)cc1 (stereo not given) | 3.0 | -6.5 | -9.2 | 1.3 | -8.3 | 5.3 | 0.9 | -0.2 | -1.7 | -0.3
COC(=O)c1cc(OC)c(OC)cc1NC(=S)N1CCCC1 | -1.0 | -0.7 | -3.4 | 1.6 | -2.4 | 6.5 | -0.4 | 0.2 | -5.9 | 0.3
COc1ccc(NC(=O)CSc2ccc3nnc(-c4cccnc4)n3n2)cc1 | -2.3 | -0.7 | -6.8 | 1.2 | -3.8 | -8.5 | 2.2 | 0.6 | -8.2 | -0.7
CC1CCN(c2ncnc3c2cnn3-c2ccccc2)CC1 | -5.0 | -0.3 | -0.1 | 2.8 | -7.2 | 3.2 | -1.2 | 5.3 | -15.7 | 0.2
CC1=Nc2cc(C(=O)NCC3CCCO3)ccc2Sc2ccc(Br)cc21 (stereo not given) | 3.5 | -4.1 | 4.4 | -4.7 | 5.8 | 1.6 | 7.2 | -2.0 | -4.5 | 0.8
CC(c1nnc(SCC(=O)Nc2sccc2C#N)n1-c1ccc(Cl)cc1)N(C)C (stereo not given) | -3.3 | -0.1 | -4.0 | -4.1 | -0.4 | 3.0 | -1.0 | -2.4 | 0.1 | 0.5
O=C(NC1CCCc2ccccc21)C1CCN(S(=O)(=O)c2cnc[nH]2)CC1 (stereo not given) | -0.5 | 1.3 | 0.3 | -13.5 | 3.9 | -2.3 | 2.4 | -0.8 | 4.8 | 0.4
CCOc1ccc(-c2c(=O)n(O)c3ccccc3[n+]2[O-])cc1 | 23.6 | 4.2 | -4.7 | -10.3 | 6.1 | -5.2 | -6.3 | 5.7 | -62.8 | -4.7
C/C(=N/Nc1nc(-c2ccccc2)c(CC(=O)O)s1)c1ccccc1 | -1.8 | 22.3 | 0.1 | 16.0 | -1.1 | -9.0 | 0.1 | -0.1 | 6.4 | -0.9
Fc1ccc(-n2nnc(-c3nccs3)n2)cc1 | 6.2 | 0.7 | -6.4 | -1.4 | -13.0 | -1.7 | 3.2 | 0.0 | 5.2 | 0.4
CCCCC(=O)NCCc1cc2ccc(OC)cc2[nH]c1=O | -0.3 | -3.0 | -2.1 | 4.3 | 12.8 | 9.9 | -3.6 | 0.9 | -26.4 | -0.4
Cc1sc2ncnc(NCCCn3ccnc3)c2c1C | 4.8 | 1.9 | 3.1 | 7.7 | 18.4 | 4.6 | 1.9 | 0.3 | 2.6 | -0.1
CC(O)Cn1nc([N+](=O)[O-])nc1N (stereo not given) | 6.6 | -0.5 | -11.8 | 6.2 | -24.7 | -2.5 | -0.2 | -1.8 | 4.2 | 0.4
COc1ccc(NC(=O)CCCn2nc(C)c3c(C)n(-c4ccccc4)nc3c2=O)cc1OC | -2.4 | -2.5 | -0.4 | 1.0 | 9.7 | 0.5 | -5.5 | 1.1 | -8.4 | 0.3
CCCCN(CCCC)CCNC(=O)CN1C(=O)COc2ccc(S(=O)(=O)N3CCOCC3)cc21 | 0.6 | -9.8 | -3.2 | 6.0 | 4.3 | -15.0 | 0.2 | -5.1 | -9.0 | 0.3
COc1ccc(-n2c(COc3ccc(Cl)cc3)nnc2SCc2nc3ccccc3[nH]2)cc1 | -11.6 | 5.5 | -3.4 | 4.9 | / | / | -7.2 | / | -2.8 | 0.6
CN1C(=O)C2C(c3ccc(N(C)C)cc3)NN(Cc3ccccc3)C2C1=O (stereo not given) | 0.1 | 3.5 | -9.5 | -14.9 | 16.5 | -9.9 | -7.8 | -1.6 | -72.2 | 15.2*
OCc1cccc(-c2cnc3c(Nc4cccc(OC(F)(F)C(F)F)c4)nccn23)c1 | -12.6 | 4.8 | 7.8 | -8.6 | -10.2 | -7.3 | -5.9 | 3.5 | -9.8 | -2.2
COc1ccccc1-c1cc(C(=O)O)c2c(=O)n(C)c(=O)n(Cc3ccccc3)c2n1 | 6.8 | 9.6 | -5.7 | 2.0 | -0.1 | 10.0 | 4.9 | 0.8 | -335.1 | 1.3

Sorted by value in ASAP1 inh (ascending): some entries from above.
mol | ASAP1 inh
Fc1ccc(-n2nnc(-c3nccs3)n2)cc1 | -13.0
COc1ccc(-n2ncc3c2CC(C)(C)CC3NC(=O)CCc2c(C)nn(C)c2C)cc1 (stereo not given) | -8.3
CCOc1ccc(-c2c(=O)n(O)c3ccccc3[n+]2[O-])cc1 | 6.1
